# From PubChem BioAssay
# Wee1 degr inh = blocks degradation of human Wee1 kinase; actives 1.2% (n = 220,000); HeLa Luc-Wee1K328M stability, luciferase luminescence; 100% = proteasome inhibitor MG132 effect; AID 1321; reporter increase, % at 5 µM;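 active = activation above the mean of all tested compounds plus 3 SD, set per screening run, cut at about 8.8% in these data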;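 note: cells exposed to compound for 20 h before luminescence read; 0% = DMSO alone and 100% = MG132 at 30 µM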
# FXIIa inh 1536 = inhibitors of human coagulation factor XIIa; purified FXIIa, Boc-QGR-AMC fluorogenic substrate, 2 h; inhibition, % at 5 µM; actives 0.3% (n = 220,000); AID 800; in the data active = inhibition above about 40%;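 note: 0% = enzyme with no compound and 100% = blank without enzyme; many of its hits are not listed in these tables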
# Target sequence (P00748 20-372 limits assumed): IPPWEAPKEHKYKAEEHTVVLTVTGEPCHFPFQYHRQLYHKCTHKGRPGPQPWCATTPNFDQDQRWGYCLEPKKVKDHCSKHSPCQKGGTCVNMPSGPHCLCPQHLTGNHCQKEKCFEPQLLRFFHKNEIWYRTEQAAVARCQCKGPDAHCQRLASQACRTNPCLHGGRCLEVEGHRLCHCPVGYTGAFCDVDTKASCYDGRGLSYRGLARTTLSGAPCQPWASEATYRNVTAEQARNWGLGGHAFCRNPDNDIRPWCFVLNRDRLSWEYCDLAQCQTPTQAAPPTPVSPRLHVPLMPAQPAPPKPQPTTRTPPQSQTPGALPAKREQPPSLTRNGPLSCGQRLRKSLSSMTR
# Target sequence (P00748 373-615 limits assumed): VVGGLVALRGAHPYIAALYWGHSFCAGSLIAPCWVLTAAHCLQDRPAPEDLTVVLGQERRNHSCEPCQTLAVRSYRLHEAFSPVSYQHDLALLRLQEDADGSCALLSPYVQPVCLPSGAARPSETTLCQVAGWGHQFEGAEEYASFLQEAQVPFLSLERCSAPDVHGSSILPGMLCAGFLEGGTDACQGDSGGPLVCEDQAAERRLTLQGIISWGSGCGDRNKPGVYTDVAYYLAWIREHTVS
# FXIa inh = factor XIa (human) inhibition; P03951; purified FXIa, Boc-Glu-Ala-Arg-AMC fluorogenic substrate; inhibition, % at 5 µM; actives 0.14% (n = 220,000); AID 798;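 active = inhibition of at least 40%; inactive = inhibition below 40%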;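 note: fluorescence of freed AMC excited at 355 nm; 0% = enzyme without compound and 100% = no enzyme blank; many of its hits are not listed in these tables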
# TNF death inh = inhibitors of TNF-alpha induced necroptosis in Jurkat FADD-/- cells; AID 463075; activation (protection from cell death), % at 10 µM; Jurkat FADD-/- TNF necroptosis rescue, ATP luminescence, 24 h; 0 = TNF only, 100 = no-TNF cells; actives 0.068% (n = 220,000);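 active = activation, meaning protection from cell death, of at least 50% relative to plate controls; inactive = activation below 50%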;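 note: necroptosis triggered by 40 ng/mL TNF-alpha added together with compound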
# EP2 antag = inhibitors of human EP2 prostaglandin E2 receptor; P43116; C6 glioma cells expressing human EP2, cAMP TR-FRET; cells stimulated with saturating PGE2; inhibition, % at 25 µM; actives 0.52% (n = 260,000);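 active = percent inhibition above 40 after rounding to a whole number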;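 note: rat C6 glioma host cells with rolipram phosphodiesterase inhibitor present; the protocol text gives 20 µM as final concentration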
# Target sequence (P43116 whole entry, looked up): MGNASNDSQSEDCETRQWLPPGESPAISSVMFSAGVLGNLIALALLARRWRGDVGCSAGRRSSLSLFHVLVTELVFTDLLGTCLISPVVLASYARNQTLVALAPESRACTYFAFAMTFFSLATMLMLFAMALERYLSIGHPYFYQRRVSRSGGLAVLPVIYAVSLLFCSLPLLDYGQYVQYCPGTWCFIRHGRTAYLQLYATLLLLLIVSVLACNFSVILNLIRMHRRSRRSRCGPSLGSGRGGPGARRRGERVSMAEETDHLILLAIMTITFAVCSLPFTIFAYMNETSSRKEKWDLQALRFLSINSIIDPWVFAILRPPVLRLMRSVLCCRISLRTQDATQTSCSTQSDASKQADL
# Tb hexokinase = blocks Trypanosoma brucei hexokinase 1 activity | recombinant TbHK1, G6PDH-coupled NADH A340 | AID 1430 | actives 0.11% (n = 220,000) | inhibition, % at 10 µM;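 active = inhibition of 50% or more in the single-dose primary screen; inactive = inhibition below 50%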
# CHOP inhibitor = CHOP inhibition in unfolded protein response. CHO-K1 CHOP-promoter luciferase, tunicamycin-induced, 15-18 h. inhibition, % at 10 µM. actives 3.8% (n = 220,000);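 active = compounds that reduced the stress-induced luciferase reporter signal by more than about 70% of percent inhibition, limit read from the data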;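 note: 0% = tunicamycin plus vehicle and 100% = wells without tunicamycin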
# L929 necroptosis = L929 zVAD cell death inhibition. L929 zVAD necroptosis rescue, ATP luminescence, 24 h; with zVAD 60 µM. viability rescue, % at 10 µM. actives 0.38% (n = 220,000);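 active = activation, scaled between plate controls, above about 75%, limit read from the data; inactive = activation under that limit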;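 note: 0% = zVAD with DMSO and 100% = DMSO alone without zVAD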
# PPC-1+TRAIL kill = kills PPC-1 cancer cells in the presence of TRAIL | actives 0.41% (n = 220,000) | AID 1443 | PPC-1 cells + TRAIL, ATPLite viability luminescence | cell killing (% activity), % at 4 µM;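 active = cell killing above 50% in the first pass at 4 µM, then a duplicate retest at 5 µM averaging 50% or more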;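 note: plate controls were cells with TRAIL plus DMSO for no effect and medium-only wells lacking cells for full effect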
# * marks the source's active call; other numbers are inactive results; x = no result given; & = joins results of further samples; [ ] = remark or other dose.
# Every second line gives: Wee1 degr inh	FXIIa inh 1536	FXIa inh	TNF death inh	EP2 antag	Tb hexokinase	CHOP inhibitor	L929 necroptosis	PPC-1+TRAIL kill
CCn1cnc2c(oc3ccccc32)c1=O
  -5	8	0	-0.9	5	7	-26	0.7	5
CCCn1nnc(NC(=O)COc2ccccc2Cl)n1
  4	13	-6	-0.4	6	-8	-8	0.0	2
CCCCNC(=O)CCC(=O)NNc1nc2ccccc2c2nc(C)nn12
  -3	21	8	0.7	3	-1	21	0.8	7
COC(F)(C(=O)Nc1ccc2c(c1)C(=O)NC2=O)C(F)(F)F (stereo unspecified)
  0	11	1	1.3	4	0	12	3.2	-4
COc1ccc(NC(=O)CSc2nnc(Cn3cnc4ccccc43)o2)cc1
  0	6	-2	0.2	3	2	10	-0.7	-7
Cc1c2n(c3ccccc13)CC/C2=N\O
  -2	8	1	3.2	16	-22	18	21	4
Cc1ccc(S(=O)(=O)N(CC(=O)Nc2ccccc2C(=O)O)c2ccccc2C)cc1
  -4	10	7	0.4	9	-8	5	1.8	-4
COc1cccc(/C=C(/CC(=O)Nc2ccc(N3CCOCC3)cc2)c2nc3ccccc3s2)c1
  6	11	-1	5.1	4	-24	0	0.5	22
CCCCN=C1NN=C(c2cc3ccccc3o2)CS1
  2	15	10	2.3	6	-9	-13	1.3	26
CN(C)c1ccc(/C=N/NC(=O)c2cnc3ccccc3c2)cc1
  2	11	4	-2.6	2&10	-19	2	0.0	6
CCN(C(=O)COC(=O)c1c(C)noc1C)C1CCS(=O)(=O)C1 (stereo unspecified)
  -1	1	-5	0.7	7	-8	4	1.5	8
O=C(C1CCN(S(=O)(=O)c2cccc3nsnc23)CC1)N1CCc2ccccc2C1
  -4	15	-1	-2.2	x	54*	31	-0.5	17
COC(=O)Cc1cc(=O)[nH]c(/N=C(/NC(=O)c2ccccc2)Nc2ccccc2C)n1
  1	x	x	-1.4	x	-24	x	0.4	x
Cc1cc(/C=C2/NC(=O)NC2=O)c(C)n1-c1ccncc1
  -2	9	1	-7.6	2	-32	34	-1.8	-1
Cc1cccc(NC(=O)C(=O)NCCc2c[nH]c3ccccc23)c1C
  3	-5	-3	-0.9	4	-6	5	1.0	14
O=C(CCC(=O)Nc1ccccc1)NNC(=O)c1ccccc1Cl
  0	6	-2	1.3	6	-6	0	1.1	14
Cn1c(=O)c2c(nc(CN3CCOCC3)n2CCN2CCOCC2)n(C)c1=O
  -2	-8	2	2.4	4	-5	-25	1.3	16
Cc1ccc(-c2cnco2)cc1
  -2	7	-2	0.6	9	7	-7	-0.1	20
O=C(N/N=C/c1ccco1)c1ccc(OCc2ccccc2)cc1
  0	1	0	1.8	11	-10	1	1.7	-11
Cc1cc(OCC(O)CN(CCO)CCO)ccc1Cl (stereo unspecified)
  0	-8	-8	-2.7	18	2	-5	0.3	-6
COC(=O)c1ccc(OC(=O)CCc2cc(OC)c(OC)c(OC)c2)cc1
  -3	10	0	0.4	4	6	15	3.0	-14
CCOc1ccc(NC(=O)NNC(=O)c2ccc(Cl)cc2Cl)cc1
  2	3	-1	-0.1	9	-2	70	2.7	-6[5 µM]
S=c1[nH]nc(-c2cccnc2)n1/N=C/C(Cl)=C\c1ccccc1
  0	10	4	0.0	3	4	-39	71	3
O=C(O)C1CC=CCC1C(=O)Nc1ccc(N2CCN(Cc3ccccc3)CC2)cc1 (stereo unspecified)
  0	4	4	1.1	3	-3	26	0.0	14
O=C(c1ccc(-c2ccccc2)cc1)c1ccccc1C(=O)N1CCOCC1
  -1	-5	3	-2.3	7	-16	-23	0.3	24
Cc1ccc2cc(-c3noc(C4CCCO4)n3)c(=O)[nH]c2c1 (stereo unspecified)
  0	19	21	-0.2	10&18	-20	-8	0.4	-4
CCOC(=O)c1ccc(NC(=O)Nc2c(C)nn(C)c2C)cc1
  2	5	-5	-0.5	6	1	7	0.2	21
O=C(Cc1ccccc1[N+](=O)[O-])NCCC1=CCCCC1
  -2	x	-6	1.9	6	3	4	2.2	-1
CC12CC3CC(C)(C1)CC(C(=O)Nc1nn[nH]n1)(C3)C2
  -2	-15	-4	0.0	8	9	14	0.7	-10
Cn1ncc(Br)c1C(=O)Nc1ccc(F)cc1F
  -1	11	6	-2.3	10	-3	1	0.0	12

# Quoted at random: 2 entries already listed.
# Every second line gives: Wee1 degr inh	FXIIa inh 1536	FXIa inh	TNF death inh	EP2 antag	Tb hexokinase	CHOP inhibitor	L929 necroptosis	PPC-1+TRAIL kill
Cc1ccc2cc(-c3noc(C4CCCO4)n3)c(=O)[nH]c2c1 (stereo unspecified)
  0	19	21	-0.2	10&18	-20	-8	0.4	-4
Cn1ncc(Br)c1C(=O)Nc1ccc(F)cc1F
  -1	11	6	-2.3	10	-3	1	0.0	12

# Next section.
# Every second line gives: Wee1 degr inh	FXIIa inh 1536	FXIa inh	TNF death inh	EP2 antag	Tb hexokinase	CHOP inhibitor	L929 necroptosis	PPC-1+TRAIL kill
C(=N\Nc1ccc2ccccc2n1)/c1ccc2c(c1)OCO2
  2	-1	-7	3.1	7	-18	71*	3.1	38
Cc1ccc(N2CCN(/N=C/c3ccccc3[N+](=O)[O-])CC2)cc1
  0	12	1	0.6	0	3	8	-0.4	-3
O=C(Nc1ccc(F)cc1F)c1noc2c1CCC2
  1	8	-8	2.9	1	9	10	1.1	20
COc1cccc(CN(Cc2ccccc2F)S(=O)(=O)c2ccc(S(=O)(=O)NCc3ccccc3)cc2)c1
  3	6	8	2.9	6	1	-2	1.8	6
CCOC(=O)C(CSCC(=O)c1ccc(Br)cc1)NC(=O)OC(C)(C)C (stereo unspecified)
  2	14	-13	-2.7	12	13	47	-0.2	24
C/C(=N\NC(=O)C1COc2ccccc2O1)c1cc2ccccc2o1 (stereo unspecified)
  -4	6	6	0.9	2	4	17	3.8	27
O=C(NCc1cccs1)c1ccccc1C(=O)NCc1cccs1
  1	17	16	2.1	3	6	-26	-0.3	33
CCOC(=O)N1CCC(NC(=O)c2cc(C(=O)NCc3cccc(Cl)c3)ccc2CO)CC1
  -3	13	1	-11	24	5	12	-0.6	-3
COc1ccccc1NC(=O)COc1ccccc1C(=O)c1cnn(-c2ccccc2)c1
  0	10	-4	5.0	7	-5	18	-0.2	24
CCCn1nnc(NC(=O)C(c2ccccc2)c2ccccc2)n1
  5	15	6	-0.6	7	2	-3	-0.2	-16
CCOc1ccc2ncc(S(=O)(=O)c3ccccc3)c(N3CCC4(CC3)OCCO4)c2c1
  2	14	5	5.2	5	9	28	1.9	28
O=C(Nc1cc(C(F)(F)F)ccc1N1CCOCC1)c1cncc(Br)c1
  -2	4	5	1.7	7	1	30	1.1	-6
Cc1ccc(CNC(=O)CSc2c3c(nc4cc(Cl)ccc24)CCCC3)o1
  7	-4	-8	0.4	3	9	1	-0.8	12
CCOC(=O)c1c(C)noc1-c1ccco1
  1	5	1	-1.3	10	-10	7	-0.8	30
C/C(CC(=O)NC1C2CC3CC(C2)CC1C3)=N\NC(=O)Cc1cccs1 (stereo unspecified)
  2	7	-4	-0.3	5	23	-10	-0.5	21
Cc1ccccc1-n1c(=O)cc(N2CCN(Cc3ccccc3)CC2)[nH]c1=O
  -1	-5	-10	0.6	8	1	25	1.8	35
CCc1nnc(NC(=O)c2ccc3c(c2)C(=O)N(CC(C)C)C3=O)s1
  -1	3	-3	-0.1	6	-10	-36	-0.1	5
COc1ccc(Oc2cc(C)c3cccc(C)c3n2)cc1
  -3	8	-5	0.3	20	-4	5	0.4	24
CCOC(=O)CSc1nc2sc3c(c2c(=O)[nH]1)CC(C)(C)OC3
  0	17	4	0.2	10	-1	7	-0.3	-31
O=C(Cc1csc(Nc2nc(=S)[nH]c3ccccc23)n1)NCc1ccccc1Cl
  -3	10	3	0.4	4	-16	-12	0.8	25
O=C(c1cccnc1)N1C2CCC1CC(O)(c1ccc(F)cc1)C2 (stereo unspecified)
  -3	3	-2	-2.9	3	-4	0	0.0	-11
CC(=O)Nc1ccc(NC(=O)C2CC(=O)N=C(N)S2)cc1 (stereo unspecified)
  4	-9	-10	0.0	x	-6	-19	0.0	-20
CCOC(=O)c1cccc(NC(=O)CN(c2ccc(OC)cc2)S(=O)(=O)c2c(C)noc2C)c1
  0	8	2	0.3	14	-8	30	0.2	5
O=S(=O)(N[C@@H]1C[C@H]2CC[C@@H]1C2)c1cccs1
  0	24	15	2.1	12	8	9	0.7	26
CCCCOc1ccc(CNC(=O)NS(=O)(=O)c2ccc(OCC)cc2)cc1
  13*	2	3	-0.2	19	3	-21	1.6	2
CCOC(=O)c1cc(C#N)c(SCC(=O)c2cc(C#N)c(SC)nc2C)[nH]c1=O
  -1	1	-1	-0.1	29	-8	38	8.4	1
Cc1cccc(C)c1Nc1nc2ccccc2o1
  0	12	5	-1.9	12	2	6	-0.7	13
CCCCN(C)S(=O)(=O)c1ccc(C(=O)N(CCN(C)C)c2nc3ccc(C)cc3s2)cc1
  4	0	-6	2.2	0	2	42	2.2	0
CCOC(=O)C1=C(C)NC(C)=C(C(=O)OC)C1c1ccco1 (stereo unspecified)
  0	13	4	-5.0	11	-21	2	-0.5	-5
COc1ccc(N2C(=O)C3CCCN3C2c2cc(OC)c(OC)c(OC)c2)cc1 (stereo unspecified)
  -1	8	0	0.2	3	-11	62	0.1	11
O=C(COC(=O)C1CC(=O)N(C2CCCCC2)C1)c1ccc(F)cc1 (stereo unspecified)
  0	22	6	-0.4	7	-1	11	1.6	-7
COCc1ccc(CN2CCC(CO)(CC3CCCCO3)CC2)o1 (stereo unspecified)
  -4	6	1	1.0	6	6	-18	1.3	9
N/C(=N\OC(=O)Cc1ccc(Cl)cc1)c1ccncc1
  8.9*	2	-2	0.3	17	-9	7	8.8	10
CC(=O)c1c(C)[nH]c(C(=O)Nc2cc(C)ccc2C)c1C
  -2	12	2	-0.2	5	-6	-36	1.3	11
O=C(Nc1ccc(C(=O)O)cc1)Nc1ccc(F)cc1F
  0	7	-3	0.6	4	0	18	1.2	20
Cc1ccc(-n2nnnc2SCc2nc3sc(C)c(C)c3c(=O)[nH]2)cc1
  -2	16	0	1.4	3	10	43	1.4	-12
N#Cc1ccccc1S(=O)(=O)N1CCN(CC(O)c2ccccc2)CC1 (stereo unspecified)
  -1	9	6	0.1	4	-5	9	-0.1	0
Cc1ccc(NC(=O)c2ccc(N/N=C/c3cccc(O)c3)c([N+](=O)[O-])c2)cc1
  1	1	-2	-3.8	13	-31	69	1.7	53*
COc1cccc(OC)c1OCCCCn1cnc2ccccc2c1=O
  -4	5	-1	0.8	8	-4	8	0.8	-1
CC1=C(C(=O)Nc2cccnc2)C(c2ccc3c(c2)OCO3)C2=C(CCCC2=O)N1 (stereo unspecified)
  0	2	-1	-0.4	23	-31	10	-0.7	-2
CCn1nnnc1NCc1cccn1C
  -1	12	9	-0.2	3	5	-3	1.6	-13
COc1ccc2[nH]c(=O)c(CN(C(C)=O)C3CCCCC3)cc2c1
  1	7	-5	-0.2	17	-17	52	1.7	-3
Cc1ccccc1N=Cc1cccc(O)c1O
  -1	7	0	-13	5	2	12	x	18
COc1ccc2[nH]c(=O)c(CN(CCN3CCCC3)C(=O)Nc3ccccc3Cl)cc2c1
  x	7	-4	x	1	x	3	x	10
Cc1ccc(NC(=O)C2CCCN2C(=O)OC(C)(C)C)cc1C (stereo unspecified)
  10*	11	2	2.0	3	-6	5	-0.5	6
c1ccc2c(c1)oc1c(Nc3ccc4c(c3)OCO4)ncnc12
  0	16	6	-6.9	17	-4	22	0.1	28
O=c1c2c(nc3cc(-c4ccccc4Cl)[nH]n13)CCS2
  -4	-1	-7	-1.6	9	-1	-26	0.3	37

# Only part of the results is shown; the hit share may differ from the screen's.
